Yp Topo-I inh – Yersinia pestis topoisomerase I inhibitors, primary screen, biochemical, cleavage product accumulation, plate reader, single point; AID 504884, 2011; actives 0.064% (n = 360,000); DNA topoisomerase I (Yersinia pestis CO92); Y. pestis Topo-I cleavage product accumulation; activity, % at 10 µM; in the data active = activity above about 50%, passing the limit was not always enough; inconclusive = no clear call, values can overlap the other calls; note: inactives centre near 2
BH1578 lux ind – inducers of Vibrio cholerae quorum light production without autoinducers, primary screen, BH1578 luxS cqsA deficient, single point. V. cholerae BH1578 lux reporter, luminescence, 6 h. activation, % at 18.7 µM. actives 0.16% (n = 350,000). AID 588436, 2011; in the data active = activation mostly above about 9.7%, no sharp cut-off; inconclusive = no clear call, values can overlap the other calls; inactive = mostly below about 3.7%; note: not every result past the cut was called active; inactives centre near 0; reference of the scale not given here
3CLpro inhibitor – SARS-CoV 3CLpro protease inhibitors, primary screen, biochemical, quenched FRET; Replicase polyprotein 1ab (Severe acute respiratory syndrome coronavirus), P0C6X7; recombinant SARS-CoV 3CLpro, quenched FRET peptide cleavage; inhibition, % at 6 µM; actives 0.14% (n = 290,000); in the data active = inhibition above about 12%
BoNT A protease – BoNT/A light chain protease inhibitors, primary screen, biochemical, flow cytometry, MLPCN library | multiplex microsphere protease substrate cleavage | inhibition, % at 10 µM | actives 0.17% (n = 360,000) | AID 588499, 2011; note: plate controls were buffer without enzyme for full effect and enzyme alone for no effect
PfHsp40 rescue – rescue of yeast from PfHsp40 toxicity, primary screen, S. cerevisiae, ATP luminescence. AID 504582, 2011. actives 0.68% (n = 340,000). growth rescue, % at 12.5 µM. S. cerevisiae expressing PfHsp40, growth rescue; in the data active = growth rescue above about 28%, passing the limit was not always enough; inconclusive = no clear call, values can overlap the other calls;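 note: yeast W303a lacking pdr1 and pdr3 grown in galactose medium; growth measured after three days at 30 °C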
PriA SSB inh – inhibitors of Klebsiella pneumoniae PriA binding to SSB C-terminal tail, primary screen, biochemical, AlphaScreen; PriA–SSB C-terminal tail interaction (Klebsiella pneumoniae); AlphaScreen SSBct-PriA binding, biotinylated peptide; inhibition, % at 33 µM; actives 0.6% (n = 430,000); AID 1272365, 2023; in the data active = inhibition mostly above about 37%, no sharp cut-off; inactive = mostly below about 20%;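 note: plate controls were negative control peptide for no effect and reference peptide for full effect; strong numbers were not always called active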
PrPC TRFRET – inhibitors of human cell surface prion protein PrPC, primary screen, cell-based, TR-FRET; AID 720596, 2013; actives 0.43% (n = 370,000); Major prion protein (Homo sapiens), P04156; TR-FRET read-out; inhibition, % at 13.8 µM; in the data active = inhibition above about 24%; note: 0% = median of the test wells and 100% = reference compound wells
Anthrax LF inh2 – Bacillus anthracis LF protease inhibitors, primary screen, biochemical, multiplex microsphere, MLPCN library | multiplex microsphere protease cleavage assay | inhibition, % at 10 µM | actives 0.12% (n = 360,000) | AID 588501, 2011; note: plate controls were buffer without enzyme for full effect and enzyme alone for no effect
TcdB GH inh – TcdB glycohydrolase inhibitors, primary screen, biochemical, single point, plate reader | Toxin B (Clostridioides difficile), P18177 | TcdB glycohydrolase enzymatic assay | inhibition, % at 9.99 µM | actives 0.24% (n = 350,000) | AID 652162, 2013; in the data active = inhibition above about 10%
Target sequence (P18177 whole entry, looked up): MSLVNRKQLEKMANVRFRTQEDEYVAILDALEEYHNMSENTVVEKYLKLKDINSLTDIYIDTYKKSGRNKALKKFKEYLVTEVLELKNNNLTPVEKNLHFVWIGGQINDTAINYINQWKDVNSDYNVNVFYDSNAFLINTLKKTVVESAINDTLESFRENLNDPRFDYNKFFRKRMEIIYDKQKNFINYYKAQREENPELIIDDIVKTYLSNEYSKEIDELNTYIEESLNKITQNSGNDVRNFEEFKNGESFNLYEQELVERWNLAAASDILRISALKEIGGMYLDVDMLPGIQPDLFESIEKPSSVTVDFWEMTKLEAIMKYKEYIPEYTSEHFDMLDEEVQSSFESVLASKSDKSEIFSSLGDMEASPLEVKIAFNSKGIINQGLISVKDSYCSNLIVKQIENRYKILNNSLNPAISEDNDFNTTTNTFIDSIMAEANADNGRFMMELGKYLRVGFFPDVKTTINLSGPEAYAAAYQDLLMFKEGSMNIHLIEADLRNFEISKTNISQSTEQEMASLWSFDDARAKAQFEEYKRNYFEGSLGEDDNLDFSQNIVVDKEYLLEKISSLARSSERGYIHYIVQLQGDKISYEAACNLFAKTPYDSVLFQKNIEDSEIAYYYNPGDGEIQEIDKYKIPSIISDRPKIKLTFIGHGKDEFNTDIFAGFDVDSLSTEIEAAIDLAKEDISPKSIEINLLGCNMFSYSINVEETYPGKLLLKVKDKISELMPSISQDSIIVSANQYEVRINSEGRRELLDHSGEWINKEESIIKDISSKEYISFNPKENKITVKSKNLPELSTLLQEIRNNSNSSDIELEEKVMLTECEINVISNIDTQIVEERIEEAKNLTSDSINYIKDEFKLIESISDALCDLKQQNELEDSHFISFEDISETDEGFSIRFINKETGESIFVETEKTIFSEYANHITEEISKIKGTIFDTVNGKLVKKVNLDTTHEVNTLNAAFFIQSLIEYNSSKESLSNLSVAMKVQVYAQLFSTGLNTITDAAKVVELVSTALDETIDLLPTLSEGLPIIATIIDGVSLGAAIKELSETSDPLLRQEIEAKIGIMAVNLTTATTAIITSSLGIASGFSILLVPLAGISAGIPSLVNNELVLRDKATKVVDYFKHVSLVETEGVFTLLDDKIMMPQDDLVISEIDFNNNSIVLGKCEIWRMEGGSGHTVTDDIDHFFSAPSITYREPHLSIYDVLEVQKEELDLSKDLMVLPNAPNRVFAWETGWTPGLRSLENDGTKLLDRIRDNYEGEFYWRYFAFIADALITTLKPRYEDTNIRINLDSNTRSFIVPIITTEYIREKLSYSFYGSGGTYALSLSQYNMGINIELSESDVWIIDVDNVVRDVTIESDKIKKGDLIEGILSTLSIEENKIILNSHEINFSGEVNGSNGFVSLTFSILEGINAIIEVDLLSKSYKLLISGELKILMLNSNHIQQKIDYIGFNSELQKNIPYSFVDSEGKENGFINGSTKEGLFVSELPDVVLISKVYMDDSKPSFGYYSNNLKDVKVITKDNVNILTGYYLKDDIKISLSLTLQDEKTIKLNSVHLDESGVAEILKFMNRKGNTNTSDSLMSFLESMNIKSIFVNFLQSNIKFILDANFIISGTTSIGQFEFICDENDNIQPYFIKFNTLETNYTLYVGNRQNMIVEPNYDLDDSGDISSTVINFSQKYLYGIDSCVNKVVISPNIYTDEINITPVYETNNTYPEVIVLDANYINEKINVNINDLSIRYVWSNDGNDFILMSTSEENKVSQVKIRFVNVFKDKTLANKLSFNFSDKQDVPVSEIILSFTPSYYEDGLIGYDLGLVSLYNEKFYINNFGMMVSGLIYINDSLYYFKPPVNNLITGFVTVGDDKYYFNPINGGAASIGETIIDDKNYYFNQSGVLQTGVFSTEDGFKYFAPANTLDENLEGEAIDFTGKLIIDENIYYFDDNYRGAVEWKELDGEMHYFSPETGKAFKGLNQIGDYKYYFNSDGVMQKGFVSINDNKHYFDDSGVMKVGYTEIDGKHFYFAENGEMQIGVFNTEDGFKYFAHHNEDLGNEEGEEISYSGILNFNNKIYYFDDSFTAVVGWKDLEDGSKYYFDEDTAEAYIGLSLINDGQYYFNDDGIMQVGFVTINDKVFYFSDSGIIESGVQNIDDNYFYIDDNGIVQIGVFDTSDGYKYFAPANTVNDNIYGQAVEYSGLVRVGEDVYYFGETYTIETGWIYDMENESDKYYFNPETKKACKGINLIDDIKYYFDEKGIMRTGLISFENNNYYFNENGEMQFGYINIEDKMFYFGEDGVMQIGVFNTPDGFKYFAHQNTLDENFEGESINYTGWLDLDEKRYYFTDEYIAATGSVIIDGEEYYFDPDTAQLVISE
* hit, by the source's call; i = inactive; u = inconclusive; x = no result given; & = joins results of further samples. Cut-off read from the data, not from the text of the source, unless noted: active = inhibition above about 30%; inconclusive = no clear call, values can overlap the other calls; inactive = below that.

molecule	Yp Topo-I inh	BH1578 lux ind	3CLpro inhibitor	BoNT A protease	PfHsp40 rescue	PriA SSB inh	PrPC TRFRET	Anthrax LF inh2	TcdB GH inh
O=C(NN=Cc1ccc(F)c(F)c1)c1ccc(NS(=O)(=O)c2cccs2)cc1	4.7	x	x	-0.3	-0.2	-17.0	-1.8	4.0	-0.2
OCC1CCCCN1CCNCc1cn[nH]c1-c1cccc2ccccc12 (stereo unspecified)	4.0	i	-0.9	-1.4	-0.2	-0.5	-1.2	1.4	0.9
COCCN(C(=O)CSc1ncccn1)c1c(N)n(Cc2ccccc2)c(=O)[nH]c1=O	3.0	1.0	x	0.2	0.1	-4.5	-4.9	u	2.0
O=C(CSc1n[nH]c(-c2ccccc2F)n1)Nc1cc(F)ccc1F	2.9	i	x	1.0	0.5	-5.8	4.4	-4.3	-0.1
COc1ccc(C(=O)C2CCCN(C(=O)c3ccc4nccnc4c3)C2)c(C)c1 (stereo unspecified)	-7.9	-0.5	-1.1	-3.5	0.9	-13.4	-4.5	-2.9	0.1
O=C(NCC1CCCO1)c1cccc(Oc2c(Cl)cccc2[N+](=O)[O-])c1 (stereo unspecified)	13.1	-2.9	-6.4	-2.8	0.3	-2.3	0.1	-4.4	1.9
CCc1ccc(NC(=O)C(=O)NNC(=O)c2cccs2)cc1	1.4	-0.2	-2.1	-0.4	-0.4	-2.0	3.8	0.3	-0.2
CCOC(=O)C1=CC[C@H]2c3c(c4ccccc4n3C)C(=O)C1N2S(=O)(=O)c1ccc(C)cc1	20.7	-13.8	x	-1.1	2.0	15.0	-0.5	-1.1	-5.6
Cc1onc(C(=O)NCc2ccc(F)cc2)c1[N+](=O)[O-]	-6.7	-0.4	-0.6	0.1	0.7	2.3	-5.5	0.1	1.4
O=C(N/N=C/c1ccc2c(c1)OCO2)C(O)c1ccccc1 (stereo unspecified)	-5.2	-0.3	2.6	-0.3	-1.4	x	5.0	-0.3	x
CCCC(=O)N1CCCC1(C)C(=O)Nc1ccc(-n2cncn2)cc1 (stereo unspecified)	-0.6	i	x	0.4	x	x	-2.2	-2.8	-0.3
Cc1ccc(/C=C(\C#N)C(=O)Nc2cccc3ncccc23)o1	-9.5	-0.2	1.7	1.2	-0.7	-13.8	-2.3	-0.9	-3.2
CCCCc1nc2cc(C(=O)N(C)C3CCOCC3)ccc2o1	-3.1	-7.9	-6.6	1.4	-0.3	-5.5	-3.0	0.3	0.7
N=c1ccn(Cc2ccc(Cl)cc2Cl)cc1	-9.2	0.5	-2.3	-0.1	-1.2	-13.0	7.5	-2.6	x
O=C(Nc1ccc(-c2ccc(N3CCCCC3)nn2)cc1)c1ccco1	4.2	-0.3	x	-0.5	-0.6	-6.8	-28.4	3.0	0.2
CCCC(CCC)C(=O)OC[N+](C)(C)CCOC(=O)C(O)(c1ccccc1)C1CCCC1 (stereo unspecified)	-0.4	-0.3	-1.6	-0.4	-0.2	2.7	-4.4	-0.4	0.8
CC1CC(C)C(=NNC(N)=O)C(C(O)CC2CCC(=O)NC2=O)C1 (stereo unspecified)	-3.3	i	x	0.4	33.4*	1.0	84.0*	1.1	0.5
CCn1c2ccccc2c2cc(NC(=O)COC(=O)c3cc(Cl)c(N)cc3OC)ccc21	3.0	i	9.3	0.7	0.5	-3.2	-0.2	9.9	0.4
O=C(COc1ccc(S(=O)(=O)N2CCCCC2)cc1)NC1CCCCC1	7.2	1.1	0.1	-0.4	-0.2	-16.4	5.0	0.7	x
CC(=O)N/N=C/c1ccccc1OCCOc1cccc(C)c1	14.1	-0.4	-2.8	u	0.0	x	4.2	5.1	1.5
S=C(Nc1ccccc1Cl)N(Cc1ccccc1)Cc1cccnc1	4.9	i	-1.2	-0.3	1.1	-3.1	5.9	-4.4	1.2
NC(=O)c1ccccc1NC(=O)N1CCOCC1	-6.0	-0.3	0.5	x	1.7	-15.0	-4.5	x	0.0
CCC(C)c1ccc(NC(=O)Nc2cnccn2)cc1 (stereo unspecified)	2.5	i	10.3	0.8	-1.3	-9.8	-1.0	2.6	-0.4
COc1ccc(C2NC(=O)C(C#N)=C(S)N2c2ccccc2)cc1OC (stereo unspecified)	-0.7	-0.9	3.5	-1.7	-0.1	-7.0&-0.2	6.3	-11.1	0.9
CN(Cc1ccccc1)C(=O)COC(=O)CCC(=O)c1ccc(F)cc1	3.6	-0.8	x	0.3	2.5	-3.7	5.5	2.6	0.0
O=C(CN1C(=O)C2C3CC(C(Br)C3Br)C2C1=O)N1CCOCC1 (stereo unspecified)	9.9	-0.3	-4.6	0.2	-0.2	-4.4	-2.8	-1.7	x
C=CCN=c1scc(-c2ccc3c(c2)NC(=O)CO3)n1/N=C(\C)c1ccccn1	19.2	-0.2	3.5	0.0	2.4	x	-7.9	-1.5	0.4
O=C(Oc1ccc(C(=S)N2CCOCC2)cc1)c1cc([N+](=O)[O-])cc([N+](=O)[O-])c1	13.9	i	-4.3	-2.3	1.8	-3.4	-8.0	-19.1	2.3
N#CCCN(Cc1cccnc1)C(=O)Nc1cccc(Cl)c1	3.7	3.2	4.3	0.5	0.7	-15.4	1.8	-0.2	x
CCCCCC(=O)N1CC2(CC(c3cccc(NC(=O)c4ccccc4)c3)=NO2)C[C@@H]1C(N)=O (stereo partly specified)	22.5	i	0.5	0.0	-1.2	-5.3	-4.3	-7.8	-0.7
CC(C(=O)Nc1ccc(S(N)(=O)=O)cc1)N1CCc2ccccc21 (stereo unspecified)	3.5	-0.4	-1.4	0.7	-0.5	-4.5	4.2	-3.9	-4.1
Cc1ccsc1/C=C(\C#N)C(=O)NCc1cccnc1	-1.8	4.7	1.2	0.3	-1.3	-5.4	-4.4	0.4	x
COc1ccc(NC(=O)Cn2nc(C)c([N+](=O)[O-])c2C)cn1	1.6	-2.8	-4.1	0.4	1.6	-18.5	4.2	-1.4	0.3
CCOC(=O)c1c(-c2ncc(C(F)(F)F)cc2Cl)noc1C	1.8	-0.8	0.7	-1.1	-1.1	1.2	8.6	0.5	1.8
COc1ccc(NC(=O)N2CCCc3ccccc32)cc1	13.7	-5.9	-1.5	0.1	-0.1	-4.4	10.2	-1.2	x
O=C(NCC(c1ccco1)N1CCCC1)c1cc(S(=O)(=O)N2CCOCC2)ccc1Cl (stereo unspecified)	-3.6	0.3	x	0.4	0.2	-33.4	12.2	-1.1	1.0
CC(C)c1cc(=O)n2[nH]c(N)nc2n1	5.0	-0.2	-2.4	-0.6	-2.2	-1.8	9.1	-1.5	3.6
O=C(Nc1ccccc1)c1ccc(Br)o1	2.9	-0.4	-3.9	-0.8	-1.2	-0.5	0.5	-1.6	1.6
COc1ccc(C(=Cc2ccccc2)C(=O)O)cc1	2.9	-0.8	x	0.3	-1.7	-13.5	-7.7	2.3	3.3
COC(=O)c1ccc(NC(=O)CSc2n[nH]c(-c3ccncc3)n2)cc1	-0.6	3.6	-1.5	-1.0	10.7	-0.3	-6.7	-0.3	x
O=C(CCCNC(=O)c1ccc(Cl)cc1)Nc1ccccc1F	2.7	-1.2	-6.4	-0.7	-1.3	3.5	-11.4	7.5	-0.7
COc1ccc2c(c1)C(=O)CC(O)(C(F)F)O2 (stereo unspecified)	6.3	i	-0.7	u	-1.7	-2.9	-8.7	-1.4	-1.9
Cc1ccsc1C(=O)NNC(=O)c1ccccc1F	-6.6	-1.1	x	0.4	-0.4	0.3	-9.7	-8.3	2.1
Cc1cc2c(c(=O)n1Cc1cccnc1)C(c1cccs1)C(C#N)=C(N)O2 (stereo unspecified)	-11.2	5.9	-6.4	1.2	0.1	2.9	4.0	3.9	x
O=C(c1cccc(Cl)c1)N1CCN(C(=O)c2ccco2)CC1	2.9	i	-4.5	0.0	0.4	-11.6	-4.5	0.7	x
Cc1onc(-c2c(Cl)cccc2Cl)c1COC(=O)c1ccc(Cl)cc1[N+](=O)[O-]	-3.1	-0.5	3.4	u	-0.7	5.4	1.5	-15.0	1.7
C=CCN(CC=C)C(=O)C1c2ccccc2Oc2ccccc21	13.1	0.1	x	-0.3	x	x	8.3	3.5	1.4
COc1ccccc1N(CC(=O)NC1CCCC1)C(=O)CCCC(=O)Nc1ccccn1	1.7	-0.1	2.0	0.3	0.1	-9.6	-8.2	-3.5	1.7
Cc1cc(C)n(-c2nc(C(=O)O)cs2)n1	9.0	i	1.0	-0.3	-2.0	-7.9	-5.9	-1.4	-0.1
Cc1noc(NS(=O)(=O)c2ccc(NC(=O)C(F)(F)F)cc2)c1C	2.0	i	-1.8	-3.6	-1.0	-16.6	0.0	3.9	1.7
O=C1c2ccccc2C(=O)c2c1ncn2-c1ccccc1	-5.7	-0.6	-1.6	-0.6	-0.6	-3.6	-40.9	-1.4	x
CC(C)n1cc(CN2CCC(C(=O)Nc3cccc(-c4cccc(Cl)c4)c3)CC2)cn1	-15.3	-0.3	2.2	-1.1	-0.9	-17.0	-11.0	-3.5	1.9
COC(=O)c1ccccc1NC(=O)Nc1c(C)n(C)n(-c2ccccc2)c1=O	-10.5	-1.5	-0.1	11.9	-0.3	-1.4	5.2	4.8	0.2
CCCCn1c(N)c(N(CCC(C)C)C(=O)CSc2nnc(C)s2)c(=O)[nH]c1=O	2.9	6.0	-2.1	-0.4	0.8	-5.9	5.1	-0.5	x
COC(=O)Cn1c(O)c(N=NC(=O)CNC(=O)c2ccncc2)c2ccccc21	-6.2	-0.2	-2.8	-2.0	-0.7	-3.0	-26.1	-2.1	-5.0
O=C(Nc1ccc(O)cc1)/C(=C\c1cccs1)NC(=O)c1ccccc1	4.1	-0.6	1.2	-0.9	0.8	3.5	-7.6	-0.7	19.1*
O=C(CCc1nc2ccccc2[nH]1)Nc1ccc2c(c1)OCO2	-0.7	-0.4	-2.5	0.2	0.1	22.1	2.9	-0.5	x
Cc1ccc(NC(=O)COC(=O)C(NS(=O)(=O)c2ccc(Cl)cc2)C(C)O)cc1 (stereo unspecified)	-1.3	3.6	-1.3	-0.2	-1.1	-5.1	3.6	-1.5	x
CC1(C)NC(=O)N(CCCOc2ccc(Br)cc2Cl)C1=O	12.7	i	5.9	-0.7	1.3	-9.6	3.6	-3.0	x
CCCOc1ccc(-c2c(C(=O)N/N=C/C3CC=CCC3)nnn2-c2nonc2N)cc1 (stereo unspecified)	6.7	-0.1	-0.8	-0.1	1.3	x	4.0	-1.0	0.1
Cc1cccn2c(=O)c3cc(C(=O)NC4CCCCC4)n(C)c3nc12	7.1	-1.8	-7.3	-0.9	0.9	4.4	2.2	-0.5	0.0
COC(=O)c1cc(S(=O)(=O)NCc2ccccc2)c[nH]1	-3.5	-0.2	-3.6	-0.2	0.6	-12.6	-4.0	-5.8	0.0

Copied from the list:
CCCC(CCC)C(=O)OC[N+](C)(C)CCOC(=O)C(O)(c1ccccc1)C1CCCC1 (stereo unspecified) @ PriA SSB inh = 2.7
N#CCCN(Cc1cccnc1)C(=O)Nc1cccc(Cl)c1 @ PrPC TRFRET = 1.8

These rows are one share of the data (hit frequency here may not be typical).
